MT1-MMP act inh: blockers of MT1-MMP proenzyme processing, primary screen, HT1080 RFP-PRO-GFP cells, GFP/RFP fluorescence; GFP/RFP ratio change, % at 20 µM; GFP/RFP ratio fluorescence, overnight; percent of plate control window, DMSO zero; AID 651647, 2012; Matrix metalloproteinase-14 (Homo sapiens), P50281; 360,000 compounds, 0.061% hits;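 active means GFP/RFP ratio change of at least 30% with cell ATP level not reduced by more than half and red fluorescence within 50% of control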; further: strong numbers were not always called active
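Compound: 20 µM single dose, 1% DMSO / System: HT1080 RFP-PRO-GFP cells / Controls: DMSO and RFP-L50D-GFP cell wells / Read-out basis: GFP/RFP fluorescence ratio / Schedule: overnight compound exposure at 37 °C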
MLLE-PAM2 inh: inhibitors of PABP1 MLLE–PAM2 peptide binding, primary screen, biochemical, fluorescence polarization, FITC-PAM2, GST-MLLE | 360,000 compounds, 0.36% hits | inhibition, % at 20 µM | Polyadenylate-binding protein 1 (Homo sapiens), P11940; in the data active means inhibition above about 35%, passing the limit was not always enough;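 further: plate controls were DMSO wells with GST-MLLE for no effect and wells lacking GST-MLLE protein for full effect; some results filed as inactive read as strong as hits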
CSN inh: inhibitors of CSN-mediated cullin deneddylation, primary screen, biochemical, fluorescence polarization, uHTS; COP9 signalosome complex subunit 5 (Homo sapiens), Q92905; Purified CSN, SCF-Nedd8-OG deneddylation; inhibition, % at 12.5 µM; 360,000 compounds, 0.38% hits; AID 651999, 2013;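 active means pattern-corrected inhibition above about 35%, with an unprinted fluorescence ratio check between 0.5 and 1.5, limit read from the data, passing the limit was not always enough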;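 further: 0% = enzyme with substrate and 100% = substrate without enzyme; some results filed as inactive read as strong as hits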
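Material: human Csn5 produced in HEK293T cells; Input: enzyme 0.24 nM; Reagent: SCFSkp2-Nedd8OG substrate at 10 nM final; Dosing: 12.5 µM compound; Incubation: 90 min reaction at room temperature; Detection: fluorescence polarization of the substrate; Evaluation: % inhibition of substrate cleavage by Csn5; Control set: substrate-only high control, full reaction low control.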
FAS TE block: FAS thioesterase domain inhibitors, primary screen, biochemical, fluorescence intensity, uHTS; recombinant FAS-TE, OMFH fluorogenic substrate, fluorescence endpoint; inhibition, % at 15 µM; 360,000 compounds, 0.67% hits; AID 602261, 2012;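 active means compounds whose normalised, plate-corrected inhibition of enzyme fluorescence in the single-dose primary screen is 50% or more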;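 further: 0% = DMSO with enzyme and 100% = substrate without enzyme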
Rin1-Abl PPI inh: inhibitors of Rin1-Abl protein binding, primary screen, biochemical, TR-FRET; inhibition, % at 7.35 µM; 360,000 compounds, 0.4% hits; AID 588664, 2011; Tyrosine-protein kinase ABL1 (Homo sapiens) + Ras and Rab interactor 1 (Homo sapiens), …; in the data active means inhibition above about 5%, passing the limit was not always enough
Target sequence (P00519 whole entry, looked up): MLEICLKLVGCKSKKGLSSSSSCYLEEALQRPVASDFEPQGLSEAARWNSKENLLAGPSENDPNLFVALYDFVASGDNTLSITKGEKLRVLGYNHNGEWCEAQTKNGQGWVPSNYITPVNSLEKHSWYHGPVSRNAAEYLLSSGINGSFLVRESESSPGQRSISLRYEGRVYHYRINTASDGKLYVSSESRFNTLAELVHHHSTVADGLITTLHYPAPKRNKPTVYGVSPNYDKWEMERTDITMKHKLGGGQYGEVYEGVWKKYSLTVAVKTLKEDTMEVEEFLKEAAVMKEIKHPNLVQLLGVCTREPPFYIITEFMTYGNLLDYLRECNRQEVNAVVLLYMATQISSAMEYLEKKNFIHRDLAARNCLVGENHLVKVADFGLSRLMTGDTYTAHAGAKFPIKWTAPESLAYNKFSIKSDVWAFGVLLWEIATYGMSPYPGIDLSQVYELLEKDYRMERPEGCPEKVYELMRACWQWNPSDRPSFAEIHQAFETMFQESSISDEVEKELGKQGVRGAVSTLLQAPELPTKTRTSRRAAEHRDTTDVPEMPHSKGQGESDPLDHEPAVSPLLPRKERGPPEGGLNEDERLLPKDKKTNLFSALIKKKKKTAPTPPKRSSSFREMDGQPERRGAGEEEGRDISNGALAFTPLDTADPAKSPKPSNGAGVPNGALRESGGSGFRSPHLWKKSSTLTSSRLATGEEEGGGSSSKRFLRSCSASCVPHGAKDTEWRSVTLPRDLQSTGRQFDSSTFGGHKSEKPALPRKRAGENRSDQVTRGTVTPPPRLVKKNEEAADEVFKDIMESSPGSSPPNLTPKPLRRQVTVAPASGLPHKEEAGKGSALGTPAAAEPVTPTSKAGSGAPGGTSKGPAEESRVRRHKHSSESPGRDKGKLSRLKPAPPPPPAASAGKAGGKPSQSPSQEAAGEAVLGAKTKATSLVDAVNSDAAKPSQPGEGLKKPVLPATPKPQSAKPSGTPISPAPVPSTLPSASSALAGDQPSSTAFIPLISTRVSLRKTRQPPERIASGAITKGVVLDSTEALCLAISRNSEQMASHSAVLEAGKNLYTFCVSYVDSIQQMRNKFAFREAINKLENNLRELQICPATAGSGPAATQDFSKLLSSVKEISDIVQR
Target sequence (Q13671 whole entry, looked up): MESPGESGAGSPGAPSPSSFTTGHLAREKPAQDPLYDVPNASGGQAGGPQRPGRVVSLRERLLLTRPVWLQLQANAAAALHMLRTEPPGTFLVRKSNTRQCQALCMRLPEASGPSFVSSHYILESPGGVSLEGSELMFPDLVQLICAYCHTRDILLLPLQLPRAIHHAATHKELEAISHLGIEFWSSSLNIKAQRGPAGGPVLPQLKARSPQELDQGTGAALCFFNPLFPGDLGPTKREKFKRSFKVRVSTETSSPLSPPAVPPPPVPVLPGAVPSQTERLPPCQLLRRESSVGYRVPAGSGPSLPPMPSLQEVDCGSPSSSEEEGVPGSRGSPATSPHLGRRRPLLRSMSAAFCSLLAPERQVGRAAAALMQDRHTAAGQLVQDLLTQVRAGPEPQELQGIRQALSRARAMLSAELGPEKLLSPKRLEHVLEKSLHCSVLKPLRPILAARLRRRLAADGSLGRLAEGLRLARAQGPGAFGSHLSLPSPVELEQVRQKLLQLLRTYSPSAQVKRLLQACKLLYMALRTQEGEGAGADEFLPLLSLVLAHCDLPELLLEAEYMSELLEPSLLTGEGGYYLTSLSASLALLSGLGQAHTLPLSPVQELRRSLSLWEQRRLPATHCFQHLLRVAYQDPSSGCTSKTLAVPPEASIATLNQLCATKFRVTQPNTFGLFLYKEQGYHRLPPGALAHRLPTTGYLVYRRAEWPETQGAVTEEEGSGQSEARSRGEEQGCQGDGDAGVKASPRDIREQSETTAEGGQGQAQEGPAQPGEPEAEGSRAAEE
Rpn11 inh: Rpn11 (PSMD14) deubiquitinase inhibitors, primary screen, biochemical, fluorescence polarization, uHTS | human 26S proteasome, Ub4-pepOG fluorescence polarization; 20S core pre-blocked with epoxomicin | 26S proteasome non-ATPase regulatory subunit 14 (Homo sapiens), O00487 | 360,000 compounds, 0.59% hits | calls only at 20 µM;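 active means inhibition at 20 µM, scaled to each plate's controls, above about 33%, limit read from the data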
NadD block: inhibitors of S. aureus NadD, primary screen, biochemical, colorimetric, uHTS; 360,000 compounds, 0.78% hits; inhibition, % at 20 µM; purified NadD enzyme, colorimetric absorbance read-out; Nicotinate-nucleotide adenylyltransferase NadD (Staphylococcus aureus N315); in the data active means inhibition above about 26%; further: some compounds past the cut are filed as inactive
SKN-1 inh: suppressors of acrylamide-induced Pgst-4::GFP reporter in worms, primary screen, SKN-1 inhibitor project, whole organism, uHTS, GFP/RFP fluorescence ratio, strain VP596. 360,000 compounds, 0.49% hits. AID 624304, 2012. C. elegans VP596 Pgst-4::GFP/RFP ratio, 24 h. inhibition, % at 21.8 µM;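 active means interference check ratio from 0.5 to 1.5 plus GFP to RFP signal ratio inhibition reaching or exceeding a fixed threshold, cut at about 30% in these data, passing the limit was not always enough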; further: some compounds called inactive have numbers as strong as hits
Neddylation inh: inhibitors of cullin neddylation, primary screen, biochemical, TR-FRET, uHTS, NAE and Ubc12; 360,000 compounds, 0.58% hits; calls only at 25 µM; AID 651699, 2012; in the data active means inhibition above about 36%
Numbers without * were called inactive; i = inactive; / = no result given.

SMILES	MT1-MMP act inh	MLLE-PAM2 inh	CSN inh	FAS TE block	Rin1-Abl PPI inh	Rpn11 inh	NadD block	SKN-1 inh	Neddylation inh
CCc1cc(C(=O)N2CCN(S(=O)(=O)c3ccc(Cl)cc3)CC2)sc1C	-4	-5	-1	24	7	i	-5	-3	i
CC(C)Cc1nccs1	-1	-17	-2	-2	-1	i	1	-3	i
Cc1ccccc1OC1CCN(C(=O)c2cc(COc3ccccc3)on2)CC1	2	-9	-3	24	6	i	2	3	i
O=C(Cc1c(F)cccc1Cl)Nc1ccccn1	-4	3	5	-5	1	i	-3	-3	i
COc1ccc(N(Cc2cc3ccc(C)cc3[nH]c2=O)S(=O)(=O)c2ccccc2)cc1	0	13	1	13	-2	i	5	-21	i
NC(=O)CC(NC(=O)Cc1ccc(Br)cc1)c1ccc(N2CCc3ccccc3C2)c([N+](=O)[O-])c1 (configuration not stated)	4	-1	-5	20	-2	i	-9	11	i
CCc1ccccc1NS(=O)(=O)c1ccc2[nH]cc(C(=O)NCc3ccco3)c(=O)c2c1	3	-2	2	-2	0	i	-9	12	i
Cc1nc(Cc2nnc(SCc3nc(N)nc(Nc4ccccc4C)n3)o2)cs1	-1	-27	11	-2	-1	i	-6	2	i
COc1ccc(NC(=S)Nc2cccc(C(C)=O)c2)cc1OC	4	21	-5	-6	-1	i	1	-5	i
CC1CCCN(Cc2ccc(OCc3ccccc3)cc2)C1 (configuration not stated)	5	-6	-1	-3	3	i	-7	3	i
O=C(Nc1ccc(F)cc1)C(=O)C1C(=O)Nc2ccccc21 (configuration not stated)	-3	8	-2	-5	2	i	-8	-2	i
COC(=O)C(C)n1cnc2c(nnn2-c2ccc(C)cc2)c1=O (configuration not stated)	11	11	1	-6	-2	i	-5	3	i
Cc1ccc(NC(=O)c2cc([N+](=O)[O-])ccc2N2CCOCC2)cc1S(=O)(=O)N(C)C	-2	-9	0	38	-4	i	-2	-2	i
CCOC(=O)N1CCN(CC(=O)Nc2c(C(=O)OC)[nH]c3cccc(Cl)c23)CC1	-4	-12	3	-9	-2	i	-3	-25	i
CCc1ccccc1NC(=O)Cn1ccn(-c2ccc(OC)cc2)c(=O)c1=O	-2	-4	7	-7	8	i	-4	-11	i
Cc1cc(C)cc(N(CC(=O)NC2CCCC2)C(=O)CCC(=O)Nc2cc(C)ccn2)c1	-1	7	2	-2	0	i	-2	-2	i
Cc1ccc(Nc2nnc(SC(C)C(=O)NC3CC3)s2)cc1 (configuration not stated)	3	-36	-2	-3	0	i	-7	-4	i
Oc1ccc(N2CCN(c3nnnn3-c3ccccc3)CC2)cc1	3	-6	-6	-1	2	i	-4	7	i
N=C1C2=C3Sc4ccccc4N3CCCC2=NN1c1cccc(S(=O)(=O)O)c1	3	9	1	12	-2	i	1	-2	i
O=C(CSc1nnc(-c2ccncc2)o1)N1CCc2ccccc2C1	0	-14	-9	-2	2	i	0	-13	i
Nc1nc(-c2ccccc2)cn1N	0	3	-2	0	0	i	-1	14	i
N#CCC(=O)N/N=C\c1cc(Br)ccc1OC/C=C/c1ccccc1	-3	1	2	11	-1	i	13	2	i
C/C=C\C=C/C(=O)Nc1cccc(C2=NOC3(C2)C[C@@H](C(N)=O)N(C(=O)[C@H]2CCC(=O)N2)C3)c1 (some centres not stated)	0	14	4	-14	0	i	-3	4	i
CCOc1c(Br)cc(C(N)=O)cc1OCc1ccccc1	1	2	-1	4	2	i	-5	7	i
C[C@H](CO)N1C[C@H](C)[C@@H](CN(C)S(=O)(=O)c2cccc(C#N)c2)OCc2cn(nn2)CCCC1=O	-1	-4	0	-6	1	i	1	-3	i
SMILES	MT1-MMP act inh	MLLE-PAM2 inh	CSN inh	FAS TE block	Rin1-Abl PPI inh	Rpn11 inh	NadD block	SKN-1 inh	Neddylation inh
CSC1=NN(c2ccccc2)CN(c2ccccc2)N1C	-4	-1	3	19	-8	i	3	7	i
CCCc1nnc(NC(=O)CCC(=O)N2CCN(CCOc3ccc(C)cc3)CC2)s1	2	6	1	1	-2	i	-3	-8	i
Cc1ccc(OCCCCn2cnc3ccccc32)c(C)c1	7	4	1	3	1	i	2	44*	i
CN(C)S(=O)(=O)c1cccc(CSCc2cccc(S(=O)(=O)N(C)C)c2)c1	2	1	6	14	3	i	-4	-1	i
CC(=O)NN1C(=O)c2ccccc2NC1c1ccccc1O (configuration not stated)	-1	-3	0	-7	1	i	-1	3	/
O=C(O)C1C2C=CC(O2)C1C(=O)NC1CCCc2ccccc21 (configuration not stated)	3	-3	-1	-4	-5	i	-3	-1	i
Cc1ccc(NC(=O)C(=O)NNC(=O)c2cccs2)cc1	1	-4	2	-5	3	i	-5	-2	i
Cc1cccc(C(=O)Nc2ccc(N3CCN(S(C)(=O)=O)CC3)cc2)c1	/	11	3	-6	-2	i	7	10	i
Cc1cccc(N2CCN(C(=O)CCCCCn3c(=S)[nH]c4ccc(N5CCOCC5)cc4c3=O)CC2)c1C	-2	-54	5	44	-1	i	46*	20	i
CS(=O)(=O)N1CC(C(=O)O)Oc2ccc(CC(=O)O)cc21 (configuration not stated)	3	-9	-19	-5	3	i	-2	6	i
Cc1ccc(NC(=S)N(CCCN(C)C)Cc2cc3cc4c(cc3[nH]c2=O)OCO4)cc1	/	-88	-14	-6	-1	i	-3	-9	i
Cc1cc(C)nc(SCC(=O)N/N=C/C=C/c2ccccc2)n1	-2	-10	3	14	1	i	2	13	i
Cc1cccc(NC(=O)CN(C)C(=O)C2CCCC2)c1C	0	9	7	-6	-1	i	3	18	i
Cc1ccccc1NS(=O)(=O)c1ccc(F)cc1	-4	-8	-1	-11	3	i	-4	-9	i
CC1=C(C(=O)Nc2cccnc2)C(c2ccc3c(c2)OCO3)C2=C(CCCC2=O)N1 (configuration not stated)	4	3	1	-6	0	i	1	1	i
Cc1ccc(S(=O)(=O)N(Cc2c(F)cccc2Cl)C(=O)N2CCN(C)CC2)cc1	-1	-2	5	-8	2	i	2	2	i
O=S(=O)(Nc1ccccc1Br)c1cccc2cccnc12	-2	-7	-2	1	1	i	-1	12	i
COCCn1nnnc1C(C(C)C)N1CCCC(C)C1 (configuration not stated)	0	62	2	-1	2	i	2	6	i
COc1ccc2c(c1)c(C(C)=O)c(C)n2-c1ccc(C(C)=O)cc1	-13	0	0	4	0	i	-5	8	i
COc1ccccc1Oc1nnnn1-c1ccc(C(N)=O)cc1	0	1	-1	-8	2	i	-2	-2	i
Cn1ccnc1C1CCCCN1Cc1nc(Cc2ccccc2F)no1 (configuration not stated)	2	-17	1	-6	0	i	0	-7	i
O=C(Nc1cccnc1)c1cccnc1	3	11	2	-3	-1	i	2	-6	i
Cc1cc(C)cc(Nc2nc(-c3ccc(S(=O)(=O)N4CCCC4)cc3)cs2)c1	-14	-16	3	34	-2	i	17	9	/
CCCCCNCc1ccc(Cl)cc1	1	0	2	0	0	i	-8	-3	i
O=C(NCC1(N2CCCCC2)CCCCC1)C1CC(=O)N(c2ccc3c(c2)OCCO3)C1 (configuration not stated)	1	-44	-3	-7	1	i	-3	-14	i

Structures above with a nitro group on carbon:
SMILES	MT1-MMP act inh	MLLE-PAM2 inh	CSN inh	FAS TE block	Rin1-Abl PPI inh	Rpn11 inh	NadD block	SKN-1 inh	Neddylation inh
NC(=O)CC(NC(=O)Cc1ccc(Br)cc1)c1ccc(N2CCc3ccccc3C2)c([N+](=O)[O-])c1 (configuration not stated)	4	-1	-5	20	-2	i	-9	11	i
Cc1ccc(NC(=O)c2cc([N+](=O)[O-])ccc2N2CCOCC2)cc1S(=O)(=O)N(C)C	-2	-9	0	38	-4	i	-2	-2	i

Continuation.
SMILES	MT1-MMP act inh	MLLE-PAM2 inh	CSN inh	FAS TE block	Rin1-Abl PPI inh	Rpn11 inh	NadD block	SKN-1 inh	Neddylation inh
COC(=O)c1cc(C(=O)OC)cc(N2C(=O)CC(NNC(=O)c3ccc(C)cc3)C2=O)c1 (configuration not stated)	3	9	-4	2	0	i	2	-1	i
O=C1CSC(c2cccnc2)N1CCc1ccccn1 (configuration not stated)	3	26	4	-7	3	i	-5	-2	i
COc1ccc(NC(=O)CN2C(=O)C(c3ccccc3)=NC23CCCCCC3)cc1	-5	1	-4	14	1	i	1	0	i
CC(C)(C)C(=O)N1CCn2c1nc1ccccc12	3	-8	5	-6	-5	i	-4	-4	i
CC(C)C1=NN2C(=N)CC(=O)N=C2S1	-3	4	1	-10	2	i	1	0	i
CC(NC(=O)CCc1nnc(C2(c3ccc(Cl)cc3)CCC2)o1)C1CC1 (configuration not stated)	2	-5	1	-1	4	i	2	3	i
O=C(NCCNC(=O)Oc1cccc2ccccc12)Oc1cccc2ccccc12	0	30	7	4	-1	i	2	3	i
COc1ccc(-c2nc(CS(=O)CC(=O)NCc3cccnc3)c(C)o2)cc1 (configuration not stated)	2	25	-6	-8	-3	i	1	0	i
Clc1cccc(OCCN2CCOCC2)c1	-1	-9	4	-8	-2	i	-6	0	i
COc1cc(Cl)ccc1OC1(C)CCN(Cc2c(F)cccc2F)C1 (configuration not stated)	1	-3	-4	14	-3	i	3	8	i
CCOC(=O)N1CCN(C(=O)CCCn2c(=S)[nH]c3ccsc3c2=O)CC1	-1	-15	1	-8	2	i	-2	-11	i
CCN(CC)CC(=O)NCc1cc(-c2ccc(OC)cc2)no1	1	3	1	0	1	i	-5	-20	i
CC[C@]12C(=O)N(C)C[C@H]([C@@H]3C(=O)N(C)C(=O)[C@@H]31)N2C(=O)c1ccccc1	-5	1	0	-11	1	i	1	-5	i
CCOc1ccc(S(=O)(=O)N2CCOCC2)cc1NC(=O)CSCc1ccc(C)cc1	-4	17	-1	19	4	i	-7	-6	i
CC(C)NC(=O)N(C)C[C@@H]1Oc2c(NC(=O)Nc3ccccc3)cccc2C(=O)N([C@H](C)CO)C[C@H]1C	0	10	0	-4	2	i	-5	4	i
O=C(N=C1SC2CS(=O)(=O)CC2N1Cc1ccc(Cl)cc1)C1CC1 (configuration not stated)	-2	7	-1	-4	-4	i	-3	4	i
COc1cc(/C=N/NC(=O)c2cn(-c3cccc(C)n3)cn2)ccc1O	3	-11	1	-4	-4	i	6	7	i
COc1cc(/C=N/S(=O)(=O)c2ccccc2)cc(OC)c1O	1	3	5	-4	0	i	-1	8	i
CCOC(=O)c1ccc(NC=C2C(=O)OC3(CCCCC3)OC2=O)cc1	5	-3	0	-10	-1	i	1	1	/
CC(Sc1ncnc2sc(-c3ccccc3)cc12)C(=O)N1CCNC1=O (configuration not stated)	-5	-12	5	10	5	i	-11	10	i
COc1cc(-c2ccc3cc(OC)c(OC)c(OC)c3c2)cc(OC)c1OC	-10	5	1	21	-2	i	-11	7	/
CCCNC(=O)CN1C(=O)NC(Cc2c[nH]c3ccccc23)C1=O (configuration not stated)	3	-8	-3	-6	-2	i	-3	-6	i
O=C(CCS(=O)(=O)Cc1ccc(Cl)cc1)NCCCN1CCN(c2ccccc2F)CC1	4	16	4	-3	2	i	-10	6	i

Source: PubChem (several laboratories)
